Screening results (PubChem)
SKN-1 block – inhibitors of C. elegans SKN-1 | C. elegans VP596 Pgst-4::GFP/RFP ratio, acrylamide-induced, 24 h | AID 624304 | 0.49% of 360,000 active | inhibition, % at 21.8 µM;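 active = interference check ratio from 0.5 to 1.5 plus GFP to RFP signal ratio inhibition reaching or exceeding a fixed threshold, cut at about 30% in these data, passing the limit was not always enough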; also: some compounds called inactive have numbers as strong as hits
MsrA inhibitor – inhibits bovine methionine sulfoxide reductase A | 0.75% of 360,000 active | purified bovine MsrA, absorbance read-out | inhibition, % at 15.5 µM; in the data active = inhibition above about 4.5%;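 also: 0% = vehicle wells with enzyme and 100% = reference inhibitor wells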
NRP1-CendR mod – alters CendR peptide binding to human NRP-1. O14786. FAM-RPARPAR peptide binding to NRP-1, fluorescence polarization. inhibition, % at 25 µM. 0.85% of 360,000 active;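 active = inhibition or corrected inhibition above about 18%, plus a signal ratio from 0.5 to 1.5, limit read from the data, passing the limit was not always enough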; also: strong numbers were not always called active
Target sequence (O14786 whole entry, looked up): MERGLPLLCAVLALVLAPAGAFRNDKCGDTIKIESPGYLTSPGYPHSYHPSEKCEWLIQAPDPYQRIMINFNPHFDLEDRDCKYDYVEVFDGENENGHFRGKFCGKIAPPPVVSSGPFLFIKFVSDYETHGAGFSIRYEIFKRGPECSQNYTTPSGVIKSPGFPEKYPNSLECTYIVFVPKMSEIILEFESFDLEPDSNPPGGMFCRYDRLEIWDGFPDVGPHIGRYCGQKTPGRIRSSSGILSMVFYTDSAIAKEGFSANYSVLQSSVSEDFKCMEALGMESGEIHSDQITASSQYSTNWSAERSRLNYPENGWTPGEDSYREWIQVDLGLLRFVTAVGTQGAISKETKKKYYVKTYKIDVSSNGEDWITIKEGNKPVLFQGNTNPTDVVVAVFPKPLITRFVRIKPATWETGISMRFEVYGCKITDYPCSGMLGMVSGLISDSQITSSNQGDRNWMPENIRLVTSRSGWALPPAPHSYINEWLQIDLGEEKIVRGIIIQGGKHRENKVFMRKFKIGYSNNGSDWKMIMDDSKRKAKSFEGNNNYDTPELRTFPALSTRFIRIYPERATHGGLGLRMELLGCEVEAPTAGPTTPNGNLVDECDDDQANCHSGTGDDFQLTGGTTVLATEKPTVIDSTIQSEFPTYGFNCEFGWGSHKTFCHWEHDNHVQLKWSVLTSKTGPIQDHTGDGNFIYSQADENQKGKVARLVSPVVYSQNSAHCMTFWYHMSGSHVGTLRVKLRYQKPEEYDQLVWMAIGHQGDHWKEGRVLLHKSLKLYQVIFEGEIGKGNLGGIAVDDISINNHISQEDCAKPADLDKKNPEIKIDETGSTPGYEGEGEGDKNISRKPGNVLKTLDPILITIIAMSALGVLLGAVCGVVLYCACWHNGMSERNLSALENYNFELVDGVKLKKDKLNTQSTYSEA
Neddylation inh – cullin neddylation inhibition. P61081+Q13564. calls only at 25 µM. TR-FRET cullin neddylation, biochemical. 0.58% of 360,000 active. AID 651699; in the data active = inhibition above about 36%
MsrA act – bovine methionine sulfoxide reductase A activation; purified bovine MsrA, absorbance read-out; activation, % at 10.6 µM; 0.3% of 360,000 active; AID 602163; in the data active = activation above about 7.5%;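 also: 0% = vehicle and 100% = reference activator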
FAS-TE inh – FAS thioesterase (human) inhibition. recombinant FAS-TE, OMFH fluorogenic substrate, fluorescence endpoint. 0.67% of 360,000 active. inhibition, % at 15 µM. AID 602261;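 active = compounds whose normalised, plate-corrected inhibition of enzyme fluorescence in the single-dose primary screen is 50% or more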;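 also: 0% = DMSO with enzyme and 100% = substrate without enzyme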
Rin1 Abl inh – blocks binding of human Rin1 to Abl. P00519+Q13671. TR-FRET Rin1/Abl binding, biochemical. inhibition, % at 7.35 µM. 0.4% of 360,000 active; in the data active = inhibition above about 5%, passing the limit was not always enough
eLon inh – inhibitors of E. coli Lon protease; P0A9M0; inhibition, % at 7.94 µM; purified E. coli Lon protease, fluorescence polarization; 0.42% of 360,000 active; in the data active = inhibition above about 13%, passing the limit was not always enough;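 also: 0% = enzyme with probe and DMSO and 100% = no enzyme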
MT1-MMP act inh – MT1-MMP (human) activation inhibition. 0.061% of 360,000 active. GFP/RFP ratio change, % at 20 µM. P50281. HT1080 RFP-PRO-GFP cells, GFP/RFP ratio fluorescence, overnight; percent of plate control window, DMSO zero. AID 651647;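 active = GFP/RFP ratio change of at least 30% with cell ATP level not reduced by more than half and red fluorescence within 50% of control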; also: strong numbers were not always called active
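Assay system: HT1080 RFP-PRO-GFP cells | Dosing: 20 µM single dose, 1% DMSO | Incubation: Cells overnight before dosing, compound overnight, 37 °C, 5% CO2 | Evaluation: GFP/RFP fluorescence ratio | Control set: DMSO-only wells and HT1080 RFP-L50D-GFP cell wells as references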
* = called active by the depositor; i = inactive; / = not tested or not shown.

SMILES	SKN-1 block	MsrA inhibitor	NRP1-CendR mod	Neddylation inh	MsrA act	FAS-TE inh	Rin1 Abl inh	eLon inh	MT1-MMP act inh
NC(=O)c1ccc(OCc2ccccc2)nc1	-5	-0.2	-5	i	-7	-6	3	-2	0
COc1cc(/C=N/NC(=O)CC2C(=O)NN=C2C)ccc1O (configuration not stated)	-9	4.2	3	i	-5	-6	-3	8	2
N#CCCCSc1nnnn1-c1cccc(Cl)c1	-3	-0.6	-7	i	-2	-7	1	-7	1
CC(=O)c1cc(NC(=O)c2cccc(C(F)(F)F)c2)c(=O)oc1/C=C/N(C)C	2	0.4	134	i	-4	-97	-4	-62	-8
CC1CCCN(C(=O)COC(=O)C2CCN(S(=O)(=O)c3c(Cl)cccc3Cl)CC2)C1 (configuration not stated)	5	-0.7	5	i	-4	6	4	-8	0
Cc1cc(NC(=O)Cc2ccccc2)no1	2	0.0	2	i	-9	-6	-1	-22	-2
CCOC(=O)[C@@H]1[C@H]2COc3cc(OC)ccc3[C@H]2N2C(=O)N(c3cccc(Cl)c3)C(=O)[C@@]12C	11	/	4	i	-5	74*	1	2	5
Cc1cc2c(cc1C)NC1(C[C@H]3CCC(=O)N4CC[C@@H](C1)[C@@H]34)C(=NC(C)(C)CC(C)(C)C)N2 (some centres not stated)	-4	0.5	8	i	1	6	1	0	1
CCOC(=O)c1cnc(SC)nc1Oc1cccc(NS(=O)(=O)c2ccc(C)cc2)c1	-17	-0.4	-2	i	-5	22	1	-6	-5
CCOC(=O)c1cnn2c(SC)ncnc12	8	-0.5	1	i	1	-7	2	2	0
Cc1ccc(NC(=S)Nc2ccc3cn[nH]c3c2)c(C)c1	7	-0.7	-14	i	2	-4	-9	2	0
CC(C)(C)c1ccc(S(=O)(=O)N2CCN(C3CCCC3)CC2)cc1	8	0.6	1	i	-1	-2	-1	-2	4
Cc1nn(Cc2ccc(Cl)cc2)c(C)c1NC(=O)Cn1nc([N+](=O)[O-])c(Cl)c1C	-6	-0.8	-7	i	-2	9	0	-6	4
Cc1nnc(SCC(=O)Nc2ccc(F)cc2F)n(N)c1=O	10	-0.9	-5	i	-1	-7	3	-4	1
CSc1ccccc1C(=O)NCCOc1ccccc1C	-3	-0.8	0	i	-1	0	0	6	-1
O=S(=O)(c1ccccc1)c1nc(-c2cccs2)oc1NCCCn1ccnc1	-16	1.8	-12	i	-4	-9	-2	-4	0
Cc1nc2sc(C(c3cccs3)N3CCN(Cc4ccccc4)CC3)c(O)n2n1 (configuration not stated)	-22	2.1	-6	i	-11	-2	0	5	0
CSCCC(NS(=O)(=O)c1ccc(C)cc1)C(=O)N1CCN(C(c2ccccc2)c2ccccc2)CC1 (configuration not stated)	9	1.4	-9	i	-1	25	-2	-1	-7
Cc1sc2ncnc(SCC(=O)N3CCCC(C(F)(F)F)C3)c2c1C (configuration not stated)	13	-1.1	3	i	-2	12	-3	-9	-3
COc1ccc(CCNC(=O)c2sc3nc4n(c(=O)c3c2C)CCC4)cc1	2	0.9	-11	i	-12	2	3	-1	-2
Cc1ccc(-n2c(SCC(=O)N(C)C3CCS(=O)(=O)C3)nc3ccccc3c2=O)c(C)c1 (configuration not stated)	-3	-0.2	-3	i	-4	-3	2	-4	1
COc1ccc(NC(=S)N2CCC(NC(=O)c3ccc(OC)cc3)CC2)cc1	8	0.1	10	i	-1	-2	1	3	2
CCOc1ccc(N2C(=O)CC(NCc3ccc(S(N)(=O)=O)cc3)C2=O)cc1 (configuration not stated)	-9	-0.6	-6	i	-1	-3	2	4	1
CCC(c1nnnn1Cc1ccc2c(c1)OCO2)N1CCN(CC)CC1 (configuration not stated)	-2	-0.2	6	i	-4	-5	3	1	-2
O=C(NCc1ccncc1)c1ccc(OCc2ccccc2)cc1	12	0.3	3	i	1	-2	0	-3	-2

6 structures already listed, sorted by molar mass, descending:
SMILES	SKN-1 block	MsrA inhibitor	NRP1-CendR mod	Neddylation inh	MsrA act	FAS-TE inh	Rin1 Abl inh	eLon inh	MT1-MMP act inh
Cc1nn(Cc2ccc(Cl)cc2)c(C)c1NC(=O)Cn1nc([N+](=O)[O-])c(Cl)c1C	-6	-0.8	-7	i	-2	9	0	-6	4
CC(=O)c1cc(NC(=O)c2cccc(C(F)(F)F)c2)c(=O)oc1/C=C/N(C)C	2	0.4	134	i	-4	-97	-4	-62	-8
CCC(c1nnnn1Cc1ccc2c(c1)OCO2)N1CCN(CC)CC1 (configuration not stated)	-2	-0.2	6	i	-4	-5	3	1	-2
CC(C)(C)c1ccc(S(=O)(=O)N2CCN(C3CCCC3)CC2)cc1	8	0.6	1	i	-1	-2	-1	-2	4
CSc1ccccc1C(=O)NCCOc1ccccc1C	-3	-0.8	0	i	-1	0	0	6	-1
Cc1ccc(NC(=S)Nc2ccc3cn[nH]c3c2)c(C)c1	7	-0.7	-14	i	2	-4	-9	2	0

Other results
SMILES	SKN-1 block	MsrA inhibitor	NRP1-CendR mod	Neddylation inh	MsrA act	FAS-TE inh	Rin1 Abl inh	eLon inh	MT1-MMP act inh
O=C(Nc1ccccc1)/C(=C/c1cccnc1)NC(=O)c1ccccc1	17	0.9	-2	i	-2	-3	3	-3	1
COc1cc(Cl)c(C)cc1NC(=O)COc1cc(C)nc(C(C)C)n1	9	-0.7	9	i	-3	-2	4	2	0
O=C(NC(=S)NC1CCCC1)c1ccccc1	5	1.4	6	i	-2	5	-2	0	0
O=c1[nH]c(=S)[nH]c2c1[C@H](CCc1cccc(Cl)c1)O[C@H](C1CCCC1)C2	-10	-0.9	5	i	-1	26	/	-12	-11
CCOC(=O)N1CCN(C(=O)COc2ccc(S(=O)(=O)NC(C)C)cc2)CC1	2	0.3	-5	i	-1	-4	-1	-1	-2
COCCNC(=O)c1ccccc1NC(=O)c1ccccc1N(C)S(=O)(=O)c1ccccc1	-19	-0.2	-14	i	-5	-4	-4	-5	-2
CCOC(=O)CC1C(=O)NCCN1S(=O)(=O)c1ccc(F)cc1 (configuration not stated)	5	-1.0	5	i	0	-2	-2	0	1
Cc1ccnc(NC(=O)COc2ccc3oc4c(c3c2)CCCC4)c1	4	0.2	44*	i	-8	-5	-3	5	2
O=C(c1cnc2ccccn2c1=O)N1CCCc2ccccc21	7	2.0	9	i	-4	-10	-2	3	-2
Cc1ccc(C(=O)OCC(=O)Nc2ccc3c(c2)OCO3)cc1S(=O)(=O)N1CCOCC1	3	0.9	9	i	-4	-1	-2	-7	-3
COc1ccccc1NC(=O)CSc1nnc(Cc2cc(=O)[nH]c(=O)[nH]2)n1-c1ccccc1	-1	1.1	14	i	0	-4	4	-4	-4
CN(C)C(/C=C/Nc1cccc(Br)c1)=C(C#N)C#N	-6	1.3	-1	i	-6	-6	3	-8	1
COC(=O)c1ccc(-c2nc(CN3CCC(C(=O)N4CCOCC4)CC3)c(C)o2)cc1	-4	/	6	/	-5	-5	0	-5	3
CCC(=O)N1CCc2cc(Br)cc(S(=O)(=O)NCCCN(CC)Cc3ccccc3)c21	0	-0.8	9	i	-7	-4	4	-6	1
CCOC(=O)C1CCN(C(=O)C2CC(=O)N(c3ccc4c(c3)OCCO4)C2)CC1 (configuration not stated)	3	0.6	16	i	0	-6	-1	2	-1
COc1ccc(C(=O)N2CCCCC2c2cc(C(=O)Nc3ccccc3)no2)cc1 (configuration not stated)	2	-1.0	1	i	-2	3	1	-4	0
CCN1CCCC1CNC(=O)c1csc2c1CCCC2 (configuration not stated)	3	-0.5	-7	i	-5	-9	0	-6	-3
COc1ccccc1NC(=O)c1c(N=Cc2cccc([N+](=O)[O-])c2)cnn1C	17	0.8	11	i	-2	27	0	-5	-1
Cc1onc(-c2ccccc2)c1C(=O)Nc1ccc(Cl)c(S(=O)(=O)N2CCOCC2)c1	16	0.5	2	i	-4	4	4	-2	-2
N#Cc1cccc(C(=O)OCC(=O)c2ccc3c(c2)NC(=O)CO3)c1	3	0.6	-7	i	-4	-3	2	0	1
CCc1noc(C)c1C(=O)OCC(=O)N1CCc2ccccc21	3	0.5	7	i	-3	7	4	-6	0
CN(CCc1ccccn1)C(=O)Nc1ccc(C(C)(C)C)cc1	-5	0.1	-2	i	-3	-4	-4	-4	4
CN1CC[n+]2cnc3ccccc3c21	20	2.0	3	i	1	-5	-2	-6	-3
C=CCc1cc(C=O)cc(OC)c1OCc1ccc(Cl)cc1	20	0.6	-3	i	-2	26	0	0	-5
CCn1c(CCl)nc2cc(S(=O)(=O)N3CCOCC3)ccc21	12	-0.6	-3	i	-2	-7	2	-12	-1

Additional entries:
SMILES	SKN-1 block	MsrA inhibitor	NRP1-CendR mod	Neddylation inh	MsrA act	FAS-TE inh	Rin1 Abl inh	eLon inh	MT1-MMP act inh
COc1cc2ncnc(NCc3cc(F)ccc3F)c2cc1OC	-1	-0.5	-2	i	-1	-4	1	4	-6
CC1CCN(C(=O)c2ncn(Cc3ccccc3)c2C(=O)N2CCC(C)CC2)CC1	17	1.0	14	i	-1	-7	4	-18	1
C=CCn1c(SCC(=O)NCCO)nc2sc(C)c(C)c2c1=O	-2	1.3	5	i	-7	-3	6	-8	-3
CC(C)(C)C(=O)NC(n1cnc2c(N3CCOCC3)ncnc21)C(Cl)(Cl)Cl (configuration not stated)	10	0.1	-2	i	-3	-5	2	4	2
COc1cccc(-c2c(-c3cc(OC)cc(OC)c3)n(C)c3ccc(-c4ccc5cc[nH]c5c4)cc23)c1	11	1.2	5	/	-10	16	3	-2	-3
CCN(CCNC(=O)Nc1ccc(Cl)cc1)c1ccccc1	9	-0.1	5	i	-1	18	2	7	-2
O=C(COc1ccccc1F)Nc1nnc(C2CCCC2)s1	22	-0.7	-7	i	-2	-1	4	-3	-3
N#Cc1ccccc1NC(=O)COC(=O)/C=C/c1ccc(S(=O)(=O)N2CCOCC2)cc1	2	-0.2	-1	i	-1	3	2	-6	0
O=C1CC(C(=O)N2CCOCC2)C2(CCCCC2)O1 (configuration not stated)	5	-1.1	-12	i	0	-5	4	12	1
O=C(NCC(O)c1ccc([N+](=O)[O-])cc1)c1cccc(S(=O)(=O)N2CCOCC2)c1 (configuration not stated)	1	-0.5	5	i	-3	1	-2	-4	0
CN(c1ccccc1)S(=O)(=O)c1cccc(C(=O)Nc2nn[nH]n2)c1	6	-1.4	-22	i	-3	-2	0	-5	-1
CN(C(=O)c1ccc(-c2ccccc2)cc1)C1CCCCC1	11	-0.2	-6	i	-2	20	-2	-4	2
Cc1ccc(C(=O)N/C(=C/c2ccccc2)C(=O)NCC2CCCO2)cc1 (configuration not stated)	11	-0.8	-5	i	-2	0	1	2	-1
CCC(NC(=O)OC(C)(C)C)C(=O)Oc1ccc2c3c(c(=O)oc2c1)CCC3 (configuration not stated)	-11	0.5	19	/	-13	30	-1	2	-4
CNc1nc(C(=O)O)nc(N2CCOCC2)n1	-10	0.0	14	i	-13	-7	0	-6	2
CCOC(=O)c1ccccc1NC(=O)CSc1nc2ccccc2n1CC(=O)N1CCCC1	3	-0.1	4	i	-5	-3	1	-3	2
CC(=O)Nc1ccc2c(c1)C(=O)c1cccc(C(=O)O)c1-2	10	-0.7	13	i	2	-9	-2	1	4
CC(C)(CC(=O)O)CC(=O)NNc1ncccc1C#N	-5	1.7	2	i	-2	-4	0	9	-3
Cc1ccccc1N1C(S)=C(C#N)C(=O)NC1c1cccs1 (configuration not stated)	13	1.3	-13	i	-4	-5	2	2	2
CC(OC(=O)c1ccc2noc(-c3ccccc3)c2c1)C(N)=O (configuration not stated)	18	0.7	-20	i	2	-4	-1	-7	-6
CCN(CC(=O)NCc1ccc(Cl)cc1)C(=O)Cc1ccc(OC)cc1	11	-0.4	2	i	-1	-5	4	9	1
COc1cccc(-c2ocnc2C(=O)Nc2ccc(N3CCOCC3)cc2N2CCOCC2)c1	16	0.2	2	i	-1	17	-4	1	1
O=C(N/N=C/c1c[nH]c2ccc(Br)cc12)c1ccn(Cc2ccc(Cl)cc2Cl)n1	0	1.2	-2	i	-4	25	1	-9	-3
